Screens: PubChem BioAssay, several laboratories
NOD2 RIPK2 PPI: inhibitors of human NOD2-RIPK2 interaction | O43353 | CHO BLA complementation NOD2-RIPK2, CCF4 ratio | inhibition, % at 4.98 µM | hit rate 0.38% among 360,000 | AID 624267; in the data active = inhibition above about 21%;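 note: 0% = vehicle only and 100% = reference blocker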
NR5A2 inv ag: NR5A2 inverse agonism in reporter assay; O00482; HEK293T StAR-luciferase reporter, LRH-1 transfected, 24 h; inhibition, % at 3.6 µM; hit rate 0.13% among 360,000; AID 602396;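 active = inhibition above the mean inhibition of all tested compounds plus 3 SD, cut at about 73% in these data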;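 note: 0% = DMSO wells and 100% = reporter-only cells lacking LRH-1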
ABHD5-PLIN5 inh: blocks binding of human ABHD5 to perilipin-5; Q00G26+Q8WTS1; Split G. princeps luciferase complementation, luminescence, 4 h; inhibition, % at 4 µM; hit rate 0.78% among 360,000; AID 602281;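 active = inhibition above the mean inhibition across every tested compound plus 3 SD, cut at about 22% in these data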;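 note: 0% = DMSO only wells and the 100% control is not disclosed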
COUP-TFII inh: inhibitors of human COUP-TFII (NR2F2); inhibition, % at 8.6 µM; AID 686940; HEK293T NGFI-A luciferase reporter, luminescence; P24468; hit rate 0.7% among 370,000;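 active = inhibition above a per-plate cutoff, mean inhibition of test wells between control levels plus 3 SD, cut at about 38% in these data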;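 note: cells cotransfected with COUP-TFII expression vector driving the NGFI-A reporter; 0% = median of COUP-TF2 test wells and 100% = reporter-only cells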
MC4R ag barr: agonists of human melanocortin 4 receptor (MC4R) beta-arrestin. P32245. U2OS MC4R beta-arrestin complementation, luminescence; percent of melanotan II response, DMSO zero. activation, % at 8.9 µM. hit rate 0.98% among 360,000. AID 540308;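 active = activation above a per-plate cutoff, the mean activation of sample wells on that plate plus 3 SD, cut at about 8% in these data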
NCOA1 inh: inhibits human SRC1 coactivator | HEK293 GAL4-SRC1 luciferase reporter, luminescence | inhibition, % at 3.6 µM | hit rate 0.12% among 360,000 | AID 588354;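 active = inhibition above the campaign mean plus 3 SD, with each screening campaign given its own cutoff, cut at about 60% in these data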;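 note: 0% = DMSO treated cells and 100% = gossypol at 36 µM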
Target sequence (Q15788 whole entry, looked up, the tested form may be a part): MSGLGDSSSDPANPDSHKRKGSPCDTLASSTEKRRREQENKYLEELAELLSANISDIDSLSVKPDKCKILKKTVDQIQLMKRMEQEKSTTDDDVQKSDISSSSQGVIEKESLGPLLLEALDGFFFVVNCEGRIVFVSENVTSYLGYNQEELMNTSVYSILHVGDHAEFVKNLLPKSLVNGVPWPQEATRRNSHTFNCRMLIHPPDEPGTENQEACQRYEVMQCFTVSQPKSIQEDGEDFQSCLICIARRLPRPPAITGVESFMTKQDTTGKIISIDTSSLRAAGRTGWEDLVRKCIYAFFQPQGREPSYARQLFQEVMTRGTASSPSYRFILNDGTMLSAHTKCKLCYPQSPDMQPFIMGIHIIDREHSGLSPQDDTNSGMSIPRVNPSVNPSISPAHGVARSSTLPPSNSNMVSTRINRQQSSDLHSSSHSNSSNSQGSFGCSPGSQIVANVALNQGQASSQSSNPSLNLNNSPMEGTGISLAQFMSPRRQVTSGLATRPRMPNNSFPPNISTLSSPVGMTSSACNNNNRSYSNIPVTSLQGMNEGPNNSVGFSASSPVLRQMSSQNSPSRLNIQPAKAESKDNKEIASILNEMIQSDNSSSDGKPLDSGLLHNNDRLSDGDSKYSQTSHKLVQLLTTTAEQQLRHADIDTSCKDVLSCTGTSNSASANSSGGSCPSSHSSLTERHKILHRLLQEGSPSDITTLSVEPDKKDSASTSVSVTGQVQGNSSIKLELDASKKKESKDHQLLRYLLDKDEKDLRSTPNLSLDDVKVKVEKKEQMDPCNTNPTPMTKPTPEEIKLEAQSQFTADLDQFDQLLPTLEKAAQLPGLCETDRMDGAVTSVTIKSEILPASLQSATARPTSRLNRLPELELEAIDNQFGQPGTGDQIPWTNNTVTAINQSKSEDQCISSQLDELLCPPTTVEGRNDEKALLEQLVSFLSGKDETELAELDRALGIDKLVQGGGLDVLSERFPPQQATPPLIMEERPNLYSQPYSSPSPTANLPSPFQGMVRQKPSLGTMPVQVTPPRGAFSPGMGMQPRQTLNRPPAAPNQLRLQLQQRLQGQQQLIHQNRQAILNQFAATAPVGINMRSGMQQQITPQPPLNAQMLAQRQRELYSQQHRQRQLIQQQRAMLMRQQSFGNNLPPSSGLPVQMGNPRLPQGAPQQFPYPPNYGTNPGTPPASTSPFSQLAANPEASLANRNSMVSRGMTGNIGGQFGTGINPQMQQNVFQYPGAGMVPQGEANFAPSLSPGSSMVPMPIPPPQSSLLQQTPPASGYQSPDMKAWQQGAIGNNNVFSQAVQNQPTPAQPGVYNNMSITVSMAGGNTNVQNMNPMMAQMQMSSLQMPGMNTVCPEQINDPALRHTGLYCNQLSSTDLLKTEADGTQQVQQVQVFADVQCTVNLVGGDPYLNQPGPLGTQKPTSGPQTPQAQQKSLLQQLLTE
NCOA2 inhibitor: human SRC2 (NCOA2) inhibition; inhibition, % at 9 µM; HEK293 GAL4-SRC2 luciferase reporter, luminescence; Q15596; hit rate 0.17% among 370,000;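 active = inhibition above the mean inhibition of all tested compounds plus 3 SD, set per campaign, cut at about 52% in these data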;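 note: 0% = DMSO treated cells and 100% = cells given Gossypol at 36 µM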
EBV LMP1 NFkB: inhibitors of Epstein-Barr LMP1-induced NF-kappaB reporter. hit rate 0.69% among 350,000. inhibition, % at 12.5 µM. LMP1-induced NF-kappaB luciferase reporter cells, luminescence. AID 504558; in the data active = inhibition above about 41%;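 note: 0% = neutral control wells and 100% = reference inhibitor control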
TLR9-MyD88 block: inhibitors of human TLR9-MyD88 binding; Q9NR96+Q99836; CHO BLA complementation TLR9-MyD88, CCF4 FRET ratio; inhibition, % at 4.98 µM; hit rate 0.21% among 340,000;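 active = inhibition above the mean over all tested compounds plus 3 SD, cut at about 21% in these data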;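 note: 0% = DMSO only wells and 100% = clavulanate BLA inhibitor control wells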
MC4R antag cAMP: human MC4R antagonism in cAMP assay | P32245 | MC4R-expressing cells, MTII-stimulated cAMP, LANCE TR-FRET | inhibition, % at 6.5 µM | hit rate 0.48% among 360,000;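 active = inhibition above its plate's cutoff, the mean of tested wells on that plate plus 3 SD, cut at about 29% in these data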;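 note: 0% = Melanotan II alone and 100% = Melanotan II plus saturating MCL0020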
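System – human MC4R-expressing U2OS cells · Also added – Melanotan II · Dosing – one concentration, 6.5 µM nominal · Timing – 30-min compound, 1-h challenge, 1-h detection, room temperature · Measured by – Eu-cAMP/anti-cAMP TR-FRET, emission 671 nm · Replicates – singlicate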
SRC3 inh: inhibitors of human steroid receptor coactivator 3 (SRC3) | Q9Y6Q9 | HEK293 GAL4-SRC3 luciferase reporter, luminescence | inhibition, % at 3.6 µM | hit rate 0.17% among 360,000 | AID 588352;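 active = inhibition above a per-campaign cutoff, the mean of all compounds plus 3 SD, cut at about 60% in these data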;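 note: 0% = DMSO-treated cells and 100% = gossypol-treated cells at 36 µM; higher means less SRC3-driven luciferase light from the GAL4 reporter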
The depositor's hits bear a star; x = not tested or not shown. A portion of the library; count on the stated rates, not on these rows.

SMILES	NOD2 RIPK2 PPI	NR5A2 inv ag	ABHD5-PLIN5 inh	COUP-TFII inh	MC4R ag barr	NCOA1 inh	NCOA2 inhibitor	EBV LMP1 NFkB	TLR9-MyD88 block	MC4R antag cAMP	SRC3 inh
Cc1onc(-c2ccccc2)c1CNC(=O)C1COc2ccccc2O1 (stereo not given)	-6	-6	9	-2	-1.5	-10	-31	1	10	7	9
CC(=O)N(c1cccc(Br)c1)c1nc(C)cc(C)c1C#N	-2	-6	2	-11	-2.2	6	-14	-5	4	14	6
CCOC(=O)c1c(NC(=O)CSc2nnc3c(n2)[nH]c2ccc(F)cc23)sc(C(C)=O)c1C	-6	-6	6	0	-0.1	-2	5	10	-10	2	-1
CCOC(=O)C1CCCN(Cc2nc(Cc3ccccc3Cl)no2)C1 (stereo not given)	-5	6	-2	14	2.4	-11	-3	-4	9	-1	7
Cc1ccc(OCCn2c(C)nc3ccccc32)cc1	-4	-22	-1	20	0.7	17	27	5	-5	12	13
CC(C)C(NS(=O)(=O)c1ccccc1F)C(=O)OCC(=O)NCc1ccco1 (stereo not given)	0	4	0	-5	-2.3	-1	-33	-10	1	4	-2
O=C(CSc1nnnn1-c1ccc2c(c1)OCO2)NCc1ccccc1	-5	-8	0	-2	-1.8	-5	-14	2	2	-6	0
O=C(C1CCCO1)N1CCN(S(=O)(=O)c2ccccc2)CC1 (stereo not given)	-5	-8	-1	x	-1.0	7	x	6	-5	19	4
Cc1ccc2c(CC(=O)OCC(=O)N(CC(C)C)c3c(N)n(Cc4ccccc4)c(=O)[nH]c3=O)coc2c1	-4	-4	-10	17	-0.8	-15	-14	-2	-6	4	-3
CN(CCCNC(=O)c1ccccc1F)CCCNC(=O)c1ccccc1F	-16	4	-1	14	-0.2	4	-7	-7	0	1	-14
CC(C)(C)OC(=O)N[C@@H](Cc1ccccc1)C(=O)NCC1CCC(C(=O)N[C@@H](CC(=O)O)C(=O)O)CC1 (stereo not given in full)	-7	-4	10	2	-1.2	12	-26	-4	6	4	-18
CN(C)c1ncc(S(=O)(=O)c2ccccc2)c(-c2ccccc2Cl)n1	4	-10	-4	-7	-1.3	-31	2	-16	6	7	0
Cc1ccc(NC(=O)c2cc(Cl)ccc2[N+](=O)[O-])cc1C	-5	42	1	0	-0.6	9	-5	-12	-6	10	41
Cc1cc(C)c(OCC(O)CNC(C)(C)C)c(C)c1 (stereo not given)	-3	-8	-8	17	-2.2	-8	-1	7	-5	6	14
Cc1nc2c3cnn(-c4ccc(C)c(C)c4)c3ncn2n1	-15	-104	1	-32	1.5	-106	-40	-18	1	4	-100
O=C(NCCc1c[nH]c2ccccc12)C1CCN(c2nnc(N3CCCC3=O)s2)CC1	1	24	-2	7	-2.6	-8	3	-14	4	0	-8
Nc1ccc(S(=O)(=O)c2ccc(N)nc2)cc1	-12	-12	-1	9	-1.9	0	-10	x	x	-3	4
C=CCN=c1scc(-c2ccco2)n1/N=C/c1ccc(O)c(O)c1O	-5	-83	-9	-20	2.7	-36	-4	-46	-5	1	-56
CCCN(CC1CC1)C(=O)COC(=O)c1oc2ccc(OCC)cc2c1C	-3	-2	-6	-37	-0.9	4	7	-8	-12	-1	-11
COC(=O)c1ccc2c(=O)n(NC(C)=O)c(=S)[nH]c2c1	-8	-18	-12	8	-1.3	-9	-34	-2	1	-6	11
O=C(O)CCC(=O)Nc1ccccc1N1CCOCC1	-16	9	0	7	-1.5	3	9	2	-5	12	2
CCOC(=O)C1CCN(C(=O)c2cc(C(C)(C)C)nn2Cc2ccccc2)CC1	-7	14	1	8	0.3	5	-30	-14	-9	0	26
COc1ccccc1NC(=S)NCCc1ccc(Cl)cc1	-1	-3	2	1	-0.4	-15	-7	-3	4	1	13
COc1ccc(-n2nc3c(c2NC(=O)c2cc(Br)ccc2Cl)CS(=O)C3)cc1 (stereo not given)	-2	7	5	-35	-1.2	3	-25	-11	7	16	-50
COc1cccc(CNCc2ccccn2)c1OC	-9	13	-9	-2	0.2	-1	-8	-5	-11	-4	4
COc1ccccc1OCC(=O)NNc1c2ccccc2nc2ccccc12	-4	-4	1	2	-2.2	6	-16	4	3	1	-25
CCOC(=O)c1ccc2cccc(C)n2c1=O	-5	-7	-7	x	0.0	5	x	5	-3	-2	19
Cc1ccc(F)cc1NC(=O)c1ccc2c(c1)OCO2	-20	-12	4	2	-1.1	-27	-10	8	2	6	2
N#Cc1c(-c2ccccc2Cl)cc(C2CC2)nc1N	9	-14	-3	-3	-3.0	0	-14	8	5	-3	20
Cc1c(OC(C)C(=O)NC(Cc2c[nH]c3ccc(O)cc23)C(=O)O)ccc2c1oc(=O)c1ccccc12 (stereo not given)	-20	15	5	8	-1.7	3	-2	-8	-5	1	8
CC(=O)Nc1ccc(OCC(O)CN2CCN(c3ccccc3Cl)CC2)cc1 (stereo not given)	-7	-6	3	-5	-0.4	-7	-6	-6	2	11	6
CS(=O)(=O)c1ccc2nc(NC(=O)C3CC3)sc2c1	2	10	-2	-2	1.1	5	-17	x	x	3	-7
CCOC(=O)c1ccc(S(=O)(=O)N2CCC(N3CCCCCC3)CC2)cc1	5	0	0	5	-0.3	15	9	-8	-15	12	-29
Cc1ccc(C(=O)N/N=C(/CC(=O)c2cccs2)C(F)(F)F)cc1	2	-45	-3	-22	-3.0	-29	-26	7	-10	6	-13
COc1ccc(N2CCN(C(=O)c3c(Cl)cnn3C)CC2)cc1	4	10	2	-7	1.3	4	-8	0	-3	6	14
CC(=O)Nc1nc(-c2ccc(Cl)cc2)ns1	10	-133	-3	-9	-0.3	-64	-39	-18	-6	3	-38
CC(C)Cc1nnc(NC(=O)CCC(=O)N2CCN(c3ccccc3)CC2)s1	-2	-13	18	-16	2.6	-4	-16	-7	0	2	-5
CCOC(=O)Cc1csc(NC(=O)COc2ccc(C)cc2)n1	-1	1	-7	16	-0.7	-5	-14	3	1	13	-5
COc1ccc(N2C(=O)[C@@H]3C(c4cccnc4)=NO[C@@H]3C2=O)cc1	3	0	2	-4	-0.3	2	-17	x	x	16	13
Cc1ccnc(NC(=O)CCC(=O)N(CC(=O)NCc2ccccc2)Cc2ccco2)c1	1	6	1	-4	-1.2	4	-11	-4	0	4	10
O=C(COc1ccc(Cl)cc1)NCCN1CCCC1	-8	6	11	7	1.4	-10	2	2	-11	-1	-1
CCCCn1c(-c2csc(CCC)c2)n[nH]c1=S	-4	1	-1	4	-2.7	-18	-56	-1	0	-2	7
CCCC(=O)OCC(=O)c1[nH]c(C)c(C(C)=O)c1C	3	-28	6	9	0.4	7	-7	3	6	11	4
C/C=C1\NC(=O)[C@H](C)NC(=O)[C@@H](NC(=O)[C@@H](Cc2ccc(O)cc2)NC(=O)[C@@H](NC(=O)/C(C)=C/C)C(C)C)[C@@H](C)OC(=O)[C@H](CCCCc2ccc(O)cc2)NC(=O)[C@@H](CCC(=O)O)NC1=O	-5	6	1	-4	-0.4	-1	-21	-11	-5	1	-24
CC1(C)OC(=O)C(=CNCC(=O)NCC(=O)O)C(=O)O1	3	-8	-6	-5	-1.6	4	13	0	4	1	-26
O=S(=O)(c1ccc(F)cc1)N1CCN(c2ncccn2)CC1	-8	11	4	-7	0.0	-7	12	-4	-8	15	19
O=C(Cc1cccs1)N1CCC(c2nc3c(nnn3Cc3ccccc3)c(=O)[nH]2)CC1	4	-19	5	6	-2.3	-15	14	-18	1	-30	23
NC(=O)CSc1nnc(-c2cnccn2)n1-c1ccccc1	-3	3	2	0	-0.9	-2	-16	2	3	10	0
CC1(C)S[C@@H]2[C@H](NC(=O)COc3ccccc3)C(=O)N2C1C(=O)OCc1ccccc1 (stereo not given in full)	7	-4	-6	-1	-0.3	-27	0	6	0	0	2
O=C(COC(=O)c1cc([N+](=O)[O-])ccc1N1CCOCC1)Nc1ccccc1OC(F)F	1	-16	-4	-8	-4.2	3	9	5	2	14	4
CCc1nn(CC(=O)NCCCN(Cc2ccccc2)C(C)C)c(=O)c2cc3sccc3n12	-9	6	8	14	1.7	-12	-4	-3	3	-11	-3
CN(C)C(=O)N1CCC(C(=O)NCc2ccc3c(c2)OCO3)CC1	-8	3	2	-7	-2.5	2	9	-11	6	8	11
O=C(CN1C(=O)c2ccccc2C1=O)NC1CCC(O)CC1 (stereo not given)	4	-28	-2	6	-0.6	-1	6	-7	4	-1	10
Cc1ccc2cc3cc(C(=O)N(CC(=O)NC4CCCC4)c4cccc(C)c4C)sc3nc2c1	-5	9	2	8	1.2	2	-3	-11	0	34*	11
C=C1C(=O)[C@]23C[C@H]1CC[C@H]2[C@]1(C)[C@@H](OC(C)=O)CC[C@@](C)(C(=O)O)[C@H]1C[C@@H]3OC(C)=O	11	-51	14	-13	x	2	16	x	x	x	-15
c1cncc(Nc2c3ccccc3nc3ccccc23)c1	-21	24	1	-1	-1.1	18	-25	1	-10	-11	17
CN(C)S(=O)(=O)c1cccc(NC(=O)COC(=O)c2cccnc2Cl)c1	-3	-25	-2	-7	2.5	-2	-4	-2	-2	12	-15
Cc1ccc2[nH]cc(C(=O)CN3CCC4(CC3)OCCO4)c2c1	4	4	9	-1	3.2	-1	-22	-8	-2	2	19
COc1ccc([N+](=O)[O-])cc1NC1C2CC3CC(C2)CC1C3 (stereo not given)	-3	-14	-5	-17	1.4	-18	-4	-6	0	10	8
Cn1c2ccccc2c(=O)c2cc(C#Cc3ccsc3)ccc21	-6	5	7	-13	1.1	-11	-27	-27	-5	-2	-15

Next section.
SMILES	NOD2 RIPK2 PPI	NR5A2 inv ag	ABHD5-PLIN5 inh	COUP-TFII inh	MC4R ag barr	NCOA1 inh	NCOA2 inhibitor	EBV LMP1 NFkB	TLR9-MyD88 block	MC4R antag cAMP	SRC3 inh
CC1(C(=O)Nc2ccc3c(c2)OCO3)CCN1C(=O)CCc1cccs1 (stereo not given)	-5	16	-1	15	0.4	16	-1	x	x	2	-20
O=C(O)C1CCCCN1C(=O)c1ccc(S(=O)(=O)N2CCCCCC2)cc1 (stereo not given)	-2	-15	14	-4	0.9	-4	-7	-4	-9	3	8
O=C(O)c1cccc(C(=O)O)c1	-6	22	1	-1	0.5	2	24	-1	-3	7	9
O=C(NCc1cc(C(F)(F)F)cc(C(F)(F)F)c1)C1CC(c2cccc(F)c2)=NO1 (stereo not given)	-17	-17	1	-4	6.3	1	-20	2	2	12	8
